HSF-1 act: increases HSF-1 driven luciferase reporter signal; NIH3T3-HGL HSF-1 luciferase reporter, MG132, 8 h; 100% = twice DMSO control signal; activation, % at 9 µM; actives 1.7% (n = 300,000); AID 504408;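 active means mean replicate activation of at least 50% with a set share of replicates each reaching 50%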;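 further: 0% = median of the neutral control wells and 100% = twice that signal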
IEC-6 tox: counter-screen for KLF5 inhibitors: cytotoxicity in IEC-6 cells. actives 0.78% (n = 290,000). IEC-6 cytotoxicity, luminescence viability. inhibition, % at 5 µM; in the data active means inhibition above about 22%;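 further: 0% = plate median of test compound wells and 100% = cytotoxic reference compound wells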
HSP90 refold inh: HSP90 refolding inhibition in rabbit reticulocyte lysate; luciferase refolding luminescence, 3 h; inhibition, % at 5.6 µM; actives 0.91% (n = 290,000);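 active means inhibition above the screen-wide mean plus 3 SD, computed separately per campaign, cut at about 16% in these data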;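 further: 0% = DMSO wells and 100% = 60 µM geldanamycin wells; inhibitors lower the luminescence because luciferase stays unfolded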
aSyn UTR inh: 5' untranslated region of α-synuclein, MLPCN primary screen. actives 0.82% (n = 300,000). alpha-synuclein 5'UTR reporter, inhibitor activity. AID 1813. inhibition, % (tested at 7.5 µM); in the data active means inhibition above about 60%;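 further: H4 neuroglioblastoma cells stably carrying SNCA 5'UTR luciferase fusion; 0% = DMSO wells and 100% = positive control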
KLF5 inhibitor: suppresses KLF5 promoter-driven expression; DLD-1 KLF5 promoter-luciferase reporter, luminescence; inhibition, % at 5 µM; actives 0.23% (n = 290,000);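 active means inhibition above a per-plate limit of that plate's mean compound inhibition plus 3 SD, cut at about 60% in these data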;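 further: 0% = DMSO wells and 100% = LY294002 at 200 µM; higher means less KLF5 promoter-driven luciferase light; inactives centre near -14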
GSK3 alpha inh: blocks human GSK-3 alpha kinase. ADP-Glo luminescence, 60 min. inhibition, % at 10 µM. actives 0.1% (n = 320,000). AID 2650;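 in the data active means inhibition above about 50%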;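 further: GST-tagged GSK-3 alpha with peptide substrate and 25 µM ATP; 0% = DMSO neutral wells and 100% = GW8510 positive control wells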
Dyrk1A ADPGlo: Dyrk1A (rat) kinase inhibition; ADP-Glo luminescence, NFATc1 peptide; inhibition, % at 12.5 µM; actives 0.43% (n = 310,000); Q63470; in the data active means inhibition above about 50%;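 further: plate controls were vehicle with enzyme for no effect and no enzyme for full effect; many of its hits are not listed in these tables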
HSF1 inhib: HSF1 inhibition; actives 0.77% (n = 300,000); AID 2098; activity change, negative = inhibition, % at 7.5 µM (by protocol); NIH3T3-HGL HSE-luciferase, MG132-induced, luminescence 8 h; stronger effect = lower value;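 active means more than half of replicate wells show activity change below -50%, luminescence cut by over half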;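 further: luciferase reports HSF-1 transcriptional activity via heat shock element; 0% = median of DMSO wells and -100% = zero luminescence signal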
GSK3beta inhib: human GSK3beta kinase inhibition | P49841 | GST-GSK3beta kinase, ADP-Glo luminescence, 60 min; stronger effect = lower value | activity score (negative = inhibition), % at 10 µM | actives 0.038% (n = 300,000) | AID 2097;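 active means more than half of replicate wells score below -50%, meaning over 50% inhibition versus plate controls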;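 further: 0% = median DMSO wells and -100% = median GW8510 positive control wells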
Target sequence (P49841 whole entry, looked up): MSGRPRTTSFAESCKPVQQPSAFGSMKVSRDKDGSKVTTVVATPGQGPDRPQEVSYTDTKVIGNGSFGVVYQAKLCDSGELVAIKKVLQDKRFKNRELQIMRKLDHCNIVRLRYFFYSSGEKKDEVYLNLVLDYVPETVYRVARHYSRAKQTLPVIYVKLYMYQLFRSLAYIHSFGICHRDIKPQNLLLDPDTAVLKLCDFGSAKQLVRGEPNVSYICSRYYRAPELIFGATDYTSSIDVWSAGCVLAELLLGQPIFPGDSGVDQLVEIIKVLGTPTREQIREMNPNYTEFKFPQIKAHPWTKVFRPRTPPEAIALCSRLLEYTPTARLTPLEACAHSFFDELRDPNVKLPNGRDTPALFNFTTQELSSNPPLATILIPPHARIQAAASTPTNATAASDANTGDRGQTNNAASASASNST
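test system = GST-tagged human GSK3beta kinase, cell-free | reagent = 25 µM ATP with peptide substrate | dosing = one dose of 10 µM per compound | schedule = 60 min reaction, RT | detection = luminescent ADP-Glo measurement of ADP formed | control set = DMSO neutral wells and GW8510 at 20 µM as positive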
Platelet DG rel: platelet dense granule release activity | inhibition, %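 (compounds screened at 7.5 µM in platelet-rich plasma)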 | AID 1663 | human platelet-rich plasma, SFLLRN dense granule ATP release, luminescence | actives 0.22% (n = 300,000);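 active means mean replicate score, as percent of positive control, at or above 50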
* hit, by the source's call; . = no result given.

Field names: A = HSF-1 act; B = IEC-6 tox; C = HSP90 refold inh; D = aSyn UTR inh; E = KLF5 inhibitor; F = GSK3 alpha inh; G = Dyrk1A ADPGlo; H = HSF1 inhib; I = GSK3beta inhib; J = Platelet DG rel
CC(C)c1cc(C(=O)OCC(=O)NC(=O)NCc2ccco2)c(O)c(C(C)C)c1
  A: 19 | B: 2 | C: -1 | D: 10 | E: -12 | F: -1 | G: -7 | H: 6 | I: 5 | J: 15

O=C1CSC(c2ccc(Cl)cc2)N1C1CCCCC1 (centres undefined)
  A: 11 | B: 3 | C: 9 | D: 21 | E: -9 | F: -4 | G: 2 | H: 5 | I: 0 | J: -5

COc1ccc(C(=O)Nc2ccccc2C(=O)NCc2ccco2)cc1OC
  A: -7 | B: 1 | C: 4 | D: 27 | E: 14 | F: -2 | G: -10 | H: -6 | I: 0 | J: 13

N=c1sccn1CC(=O)Nc1cccc(Oc2ccccc2)c1
  A: -40 | B: -6 | C: 1 | D: -2 | E: -17 | F: 2 | G: 3 | H: -23 | I: 1 | J: 3

COc1ccc(N2C(=O)[C@@H]3[C@H](C2=O)[C@H]2c4ccccc4C=CN2[C@@H]3C(=O)Nc2ccccc2)cc1
  A: . | B: 0 | C: 1 | D: . | E: -9 | F: -1 | G: 3 | H: . | I: . | J: .

O=C(Oc1ccccc1C(=O)N1CCOCC1)c1ccc(Br)cc1
  A: -6 | B: 8 | C: 7 | D: 12 | E: -11 | F: -1 | G: 2 | H: -4 | I: 1 | J: 1

CCC1(C)N([O-])C(C)=C(c2ccccc2)[N+]1=O (centres undefined)
  A: -3 | B: -8 | C: 1 | D: 9 | E: -5 | F: 4 | G: 2 | H: 0 | I: 1 | J: 2

O=C(COC(=O)Cc1c(F)cccc1Cl)NCCC1=CCCCC1
  A: 26 | B: 2 | C: -1 | D: 18 | E: -10 | F: -2 | G: 1 | H: -7 | I: 1 | J: -5

CCN(CC(=O)Nc1ccc(OC)cc1)C(=O)c1cc(S(=O)(=O)N2CCOCC2)ccc1N1CCCC1
  A: -3 | B: . | C: . | D: 35 | E: . | F: -3 | G: . | H: -3 | I: 1 | J: -3

COc1ccc(C(=O)Nc2ccc([N+](=O)[O-])cn2)c(OC)c1
  A: 16 | B: -3 | C: 0 | D: -5 | E: -37 | F: 2 | G: -3 | H: 14 | I: -2 | J: 19

CCN(CC(=O)NC(C)C)Cc1nc2c(Br)cc(Br)cc2c(=O)[nH]1
  A: -10 | B: 0 | C: -3 | D: -12 | E: 10 | F: -1 | G: 18 | H: -7 | I: 0 | J: 8

CCOc1ccc(N(C)C(=O)CCc2nnc3ccc(N4CCCC4)nn23)cc1
  A: -10 | B: 4 | C: -5 | D: 10 | E: 3 | F: 0 | G: 10 | H: -3 | I: -4 | J: 3

Cc1cn(C2CC3OCC3O2)c(=O)[nH]c1=O (centres undefined)
  A: -7 | B: -3 | C: 1 | D: -12 | E: -6 | F: 1 | G: 2 | H: -2 | I: 2 | J: 0

COCCCn1c(SCC(=O)Nc2ccccc2)nnc1-c1ccncc1
  A: -10 | B: -9 | C: -4 | D: -6 | E: -43 | F: -1 | G: . | H: 2 | I: 4 | J: 4

COc1ccc(N2C(=O)CC(NC3CC3)C2=O)cc1 (centres undefined)
  A: -18 | B: 0 | C: 0 | D: 0 | E: -24 | F: -2 | G: -2 | H: -2 | I: -4 | J: 11

Cc1cc(=O)[nH]c(N2CCOCC2)n1
  A: -17 | B: -6 | C: -1 | D: 3 | E: 1 | F: 0 | G: -2 | H: -3 | I: -3 | J: 0

CCN(CC)C(=O)c1cc(-c2ccc(Br)cc2)on1
  A: 58* | B: -8 | C: -5 | D: -152 | E: -75 | F: . | G: 3 | H: 25 | I: -1 | J: -1

Cc1cccc(OCC(=O)Nc2ccc3c(c2)nc2n3CCOC2)c1
  A: -5 | B: 8 | C: -1 | D: -69 | E: -22 | F: -2 | G: -1 | H: -2 | I: 1 | J: -1

CCN(CC(=O)NCCC1=CCCCC1)S(=O)(=O)c1ccccc1
  A: -17 | B: -3 | C: 3 | D: 5 | E: 22 | F: -1 | G: -2 | H: -2 | I: 1 | J: -4

Cc1ccccc1CNS(=O)(=O)c1ccccc1[N+](=O)[O-]
  A: 6 | B: 2 | C: 1 | D: -24 | E: 7 | F: 1 | G: -6 | H: 0 | I: 2 | J: 11

COc1ccc(NS(=O)(=O)c2ccc(NC(=S)NC(=O)C(C)C)cc2)cc1
  A: -1 | B: -7 | C: -1 | D: 11 | E: -43 | F: -1 | G: -2 | H: 1 | I: 1 | J: 11

O=C(c1ccc2c3c(cccc13)CC2)C1CCCN(C(=O)c2ccc(=O)[nH]c2)C1 (centres undefined)
  A: -6 | B: -4 | C: 0 | D: 17 | E: 2 | F: 0 | G: -17 | H: -2 | I: 4 | J: 3

CC1(C)Cc2c(sc3nc4n(-c5ccccc5)c(=O)c(CCC(=O)O)nn4c(=O)c23)CO1
  A: -17 | B: -4 | C: -1 | D: -27 | E: 1 | F: -3 | G: 6 | H: -1 | I: -5 | J: 3

COc1ccccc1NC(=O)c1ccc([N+](=O)[O-])cc1[N+](=O)[O-]
  A: -40 | B: -7 | C: 1 | D: -45 | E: 6 | F: 1 | G: 4 | H: -30 | I: 1 | J: -3

CCCCOc1ccc(/C=C/C(=O)Nc2ccc([N+](=O)[O-])cc2C)cc1
  A: -20 | B: 0 | C: 0 | D: -11 | E: -24 | F: -2 | G: -9 | H: -29 | I: -1 | J: 6

COc1ccc(CC(=O)Nc2cc(C)ccn2)cc1
  A: 7 | B: -4 | C: 3 | D: -44 | E: -60 | F: 19 | G: 10 | H: 3 | I: 3 | J: -2

NC(=NCCc1ccccc1)NS(=O)(=O)c1ccc2ccccc2c1
  A: 20 | B: -1 | C: -3 | D: 13 | E: -42 | F: 1 | G: -2 | H: -4 | I: 0 | J: -13

O=C(NCCN1Cc2ccccc2C1=O)c1cccs1
  A: 62* | B: 6 | C: 2 | D: -40 | E: -6 | F: 0 | G: 10 | H: 42 | I: 8 | J: -6

By substructure, those above containing a Cl atom.
Field names: A = HSF-1 act; B = IEC-6 tox; C = HSP90 refold inh; D = aSyn UTR inh; E = KLF5 inhibitor; F = GSK3 alpha inh; G = Dyrk1A ADPGlo; H = HSF1 inhib; I = GSK3beta inhib; J = Platelet DG rel
O=C1CSC(c2ccc(Cl)cc2)N1C1CCCCC1 (centres undefined)
  A: 11 | B: 3 | C: 9 | D: 21 | E: -9 | F: -4 | G: 2 | H: 5 | I: 0 | J: -5

O=C(COC(=O)Cc1c(F)cccc1Cl)NCCC1=CCCCC1
  A: 26 | B: 2 | C: -1 | D: 18 | E: -10 | F: -2 | G: 1 | H: -7 | I: 1 | J: -5

In the list so far, two have a furan ring, fused or not.
Field names: A = HSF-1 act; B = IEC-6 tox; C = HSP90 refold inh; D = aSyn UTR inh; E = KLF5 inhibitor; F = GSK3 alpha inh; G = Dyrk1A ADPGlo; H = HSF1 inhib; I = GSK3beta inhib; J = Platelet DG rel
CC(C)c1cc(C(=O)OCC(=O)NC(=O)NCc2ccco2)c(O)c(C(C)C)c1
  A: 19 | B: 2 | C: -1 | D: 10 | E: -12 | F: -1 | G: -7 | H: 6 | I: 5 | J: 15

COc1ccc(C(=O)Nc2ccccc2C(=O)NCc2ccco2)cc1OC
  A: -7 | B: 1 | C: 4 | D: 27 | E: 14 | F: -2 | G: -10 | H: -6 | I: 0 | J: 13

These rows are one share of the data; the hit share may differ from the screen's.
